Lipid droplet = modulators of hepatic lipid droplet formation; inhibition, % at 6.5 µM; 0.4% of 240,000 active; AML12 mouse hepatocytes, oleate lipid droplets, BODIPY imaging;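 active means lipid droplet intensity inhibited by at least 50%, with more than 500 cells counted; inconclusive means wells with under 300 cells, treated as cytotoxic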
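Assay system: AML12 hepatocytes (mouse) / Also added: 100 µM oleic acid challenge / Times: overnight treatment with compound plus oleate / Detection: high-content imaging of BODIPY-stained droplets and DAPI nuclei / Evaluation: % inhibition of lipid droplet signal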
UTI89 phage lysis = inhibition of K1F phage lysis, E. coli UTI89, bacterial capsule biogenesis inhibitors, alamar blue (AID 488966); one-dose inhibition, % at 100 µM; IC50 in µM for titrated hits; 0.02% of 340,000 active; E. coli UTI89 K1F phage lysis, alamar blue, 2 h; higher % means a stronger effect;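 active means phage lysis inhibition, versus mean bacterial control, above a set limit; inconclusive means no clear call, values can overlap the other calls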;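 further: capsule biogenesis inhibitors block K1F phage lysis so surviving cells raise fluorescence; higher fluorescence means more inhibition of phage lysis; actives were called in the ten point dose series up to 300 µM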
SIAH1 antagonists = blockers of Siah-1 interaction with plectin peptide – biochemical, fluorescence polarization, rhodamine-plectin, uHTS, primary screen (AID 1817); Siah-1 / rhodamine-plectin peptide fluorescence polarization; higher % means a stronger effect; 0.02% of 290,000 active; displacement, % at 20 µM, or IC50 in µM where a hit was titrated;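 active means displacement of at least 50% at 20 µM, with a fluorescence ratio check between 0.3 and a set limit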;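 further: plate controls were Siah plus tracer with DMSO for no effect and tracer alone without Siah for full effect; strong numbers were not always called active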
Lipid droplet cells 6.5 µM = also measured in Lipid droplet; calls as there; cell count; measured here: cell count, cytotoxicity flag;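 cells counted across two imaged fields per well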
Active calls of the source: *; ? = inconclusive; . = no result given; [ ] = remark or other dose. A portion of the library; the hit share may differ from the screen's.

SMILES	Lipid droplet	Lipid droplet cells 6.5 µM	UTI89 phage lysis	SIAH1 antagonists
O=C(Cc1ccc(O)cc1)N/N=C/c1cccs1	-2	815	-0.7%[50 µM]	-2%
CC1CCC(NC(=O)Cn2c(=O)oc3cc(S(=O)(=O)N4CCCC4)ccc32)CC1 (stereo not given)	5	783	0.2%	3%
COCc1ccc(C(=O)N2CCCCC2C(=O)Nc2ccc(-n3nc(C)cc3C)cc2)o1 (stereo not given)	-2	662	2.9%[50 µM]	2%
O=C(Cc1ccc(Cl)cc1)Nc1ccccn1	8	829	-1.2%[50 µM]	3%
CC1CCCC(C)N1CCCNC(=O)Cn1c(=O)c2cccn2c2cccnc21 (stereo not given)	5	727	0.6%	-5%
O=C(CN1CCC(NC(=O)C2CC2)CC1)Nc1ccccc1[N+](=O)[O-]	-5	777	0.0%	-6%
Cc1ccc2c(cnn2C(=O)CCCC(=O)NC(C)c2ccccc2)c1 (stereo not given)	0	736	2.3%	3%
CS(=O)(=O)c1ccc(Cl)c(NC(=O)COC(=O)c2cccc(S(=O)(=O)N3CCCCC3)c2)c1	-12	825	0.1%	-6%
COc1cc(OC)cc(C(=O)NCCCn2ccnc2)c1	-5	813	0.6%	-4%
CN(CCO)S(=O)(=O)c1ccc2c(c1)C(=NN)c1cc(S(=O)(=O)N(C)CCO)ccc1-2	-11	692	0.0%	-1%
COC(=O)c1sc(N2C(=O)C(O)=C(C(=O)c3ccc(C)o3)C2c2cc(OC)ccc2OC)nc1C (stereo not given)	8	691	-0.1%	-2%
CCOc1ccc(-n2c(C)c(C(C)=O)c3cc(O)ccc32)cc1	18	847	0.0%	-4%
CCOc1ccc(C(=O)Nc2ccc3c(c2)C(=O)NC3=O)cc1	-1	803	3.6%	4%
Cc1ccc(-c2cc(C(=O)N3CCCCCC3)no2)cc1	-2	847	-0.7%	-6%
Cc1ccc(OCCCCN2CCCCC2)cc1	6	818	-0.1%	-4%
O=C(Nc1ccc(Cl)cc1C(=O)N1CCCCC1)c1ccco1	-4	814	0.2%	4%
O=C(C1CCCN(c2ncnc3c2nc2n3CCCCC2)C1)N1CCCCC1 (stereo not given)	-10	691	0.4%	2%
COC(=O)c1sccc1S(=O)(=O)NC(C)c1cnn(-c2ccc(OC)cc2)c1C (stereo not given)	1	828	-0.1%	-3%
O=C(NC1CCCC1)C1CC(=O)N(c2ccc(F)cc2)C1 (stereo not given)	-2	823	-0.6%	1%
C=CCc1ccc(OCCn2cncn2)c(OC)c1	-3	773	0.6%	0%
CC1CC(NC(=O)c2cc3c(=O)n4ccccc4nc3n2C)CC(C)(C)C1 (stereo not given)	-24	682	0.1%	6%
COc1ccccc1/C=C(/NC(=O)c1ccccc1)C(=O)NCCN1CCOCC1	8	710	0.4%	-2%
Cc1ccc(/C=N/NC(=O)Cc2ccc(Cl)cc2)c(O)c1	2	840	0.0%	26%
COc1ccc(-c2csc3ncnc(NCCCO)c23)cc1	-2	802	-2.1%	4%
COc1ccc(-c2coc3c(C)c4oc(=O)c(CCC(=O)O)c(C)c4cc23)cc1	7	362	0.0%	-5%
Cc1ccc(NC(=O)O/N=C/c2ccc(N(C)C)cc2)cc1	23	751	2.5%[50 µM]	8%
COc1ccc(C2C(C(C)=O)=C(C)Nc3ncnn32)cc1 (stereo not given)	-2	803	0.6%	4%
COc1cc2ccccc2cc1C(=O)N(CCN(C)C)c1nc2c(F)cc(F)cc2s1	22	735	0.7%	-2%
CCOc1ccccc1-c1noc(CCC(=O)NC2CCCCC2)n1	-3	786	0.3%	1%
COc1ccc(S(=O)(=O)N2CCN(C)CC2)c(C)c1	-3	809	0.1%	0%
Cc1cc(Cl)ccc1NC(=S)N1CCN(C(=O)c2ccco2)CC1	1	852	-0.1%	-6%
COc1ccc(CN(C)C(=O)c2ccccc2Sc2ccccc2C#N)cc1OC	0	705	-0.1%	11%
CC(C)n1c(SCC(=O)NC2CC2)nnc1-c1ccco1	16	685	0.6%[50 µM]	2%
COC(=O)c1ccc(CN2C(=O)c3ccccc3C2=O)o1	?	.	5.8%	2%
Cc1cc(C)c(NC(=O)C2CCN(C(=O)c3ccco3)CC2)c(C)c1	15	829	0.8%	1%
COc1ccc(S(=O)(=O)N2CCCC(C(=O)NCc3ccccc3)C2)cc1 (stereo not given)	18	845	0.0%	-2%
COc1ccc(Cl)cc1NS(=O)(=O)c1c(C)nc2sccn2c1=O	-10	762	-0.3%	15%
O=C(CN1C(=O)S/C(=C\c2ccccc2)C1=O)NCCCn1ccnc1	-20	720	0.1%	3%
O=S(=O)(NC1CC1)c1ccc(Cl)cc1F	-5	774	0.3%	9%
Cc1cc(C(=O)Nc2ccc3ccccc3c2)c(C)o1	-6	760	0.0%	4%

Three entries from above, as a markdown table:
| compound | Lipid droplet | Lipid droplet cells 6.5 µM | UTI89 phage lysis | SIAH1 antagonists |
| --- | --- | --- | --- | --- |
| CC(C)n1c(SCC(=O)NC2CC2)nnc1-c1ccco1 | 16 | 685 | 0.6%[50 µM] | 2% |
| O=C(CN1C(=O)S/C(=C\c2ccccc2)C1=O)NCCCn1ccnc1 | -20 | 720 | 0.1% | 3% |
| COc1ccc(Cl)cc1NS(=O)(=O)c1c(C)nc2sccn2c1=O | -10 | 762 | -0.3% | 15% |

Going on with the list:
SMILES	Lipid droplet	Lipid droplet cells 6.5 µM	UTI89 phage lysis	SIAH1 antagonists
O=C(NCCc1cccnc1)C1CCC(=O)N(CCc2cccc(F)c2)C1 (stereo not given)	-5	684	0.3%	-4%
COc1ccc(-c2nc(N)ncc2-c2ccccc2)c(O)c1	-3	772	0.3%	4%
CC(=O)Nc1cccc(C(=O)OCN2C(=O)c3ccccc3C2=O)c1	12	749	-0.1%	4%
Cc1ccc2oc(C(=O)Nc3ccc(S(=O)(=O)Nc4onc(C)c4C)cc3)c(C)c2c1	22	878	0.2%[50 µM]	-1%
CCOC(=O)N1CCN(C(=O)CN2C(=O)NC(c3ccccc3)(c3ccccc3)C2=O)CC1	-2	840	0.2%	2%
COCCN(CCNC(=O)c1ccc(NC2=NC3CS(=O)(=O)CC3S2)cc1)Cc1ccco1 (stereo not given)	9	809	0.3%	5%
Cc1cc(OCC(O)CNC(C)c2ccccc2)ccc1C(C)C (stereo not given)	-9	759	1.4%	-1%
O=C(NCCc1cccc(Cl)c1)C1CCC(=O)N(Cc2ccc(Cl)cc2)C1 (stereo not given)	-4	803	0.5%	-7%
O=C(NCCc1cccnc1)C1CCC(=O)N(Cc2cccc(C(F)(F)F)c2)C1 (stereo not given)	-1	816	0.1%	-7%
Cc1cccc(S(=O)Cc2ccc(C(=O)N3CCN(C(=O)c4ccco4)CC3)o2)c1 (stereo not given)	11	728	-0.1%	7%
Cc1ccc(-c2nc(-c3ccccn3)sc2CC(=O)O)cc1	1	694	-0.6%[50 µM]	3%
CN(C)c1cccc(C(=O)Nc2nc3ccccc3[nH]2)c1	40	809	0.3%	3%
CNS(=O)(=O)c1cc(S(=O)(=O)NC)c2cccc3c2c1NC3=O	-1	884	-0.5%	-8%
CCOC(=O)c1c(S(=O)(=O)Nc2ccc(C)c(F)c2)c(C)n(C)c1C	0	733	-0.2%	7%
Cc1cc(/C=N/NC(=O)c2cc3ccccc3o2)c(C)n1C	14	786	0.1%	6%
O=C(NCCCCNC(=O)c1ccccc1Cl)c1ccccc1Cl	5	861	-1.9%	0%
Cc1cc(OCC(=O)NCc2ccccn2)c2c(C)c(Cc3ccccc3)c(=O)oc2c1	-11	772	-0.1%	-2%
Cc1ccc(C)c(NC(=O)CN(C)C(=O)c2ccc(Cl)nc2)c1	24	830	0.1%	6%
Oc1cccc(Nc2ncnc3c2oc2ccccc23)c1	-5	831	1.5%[50 µM]	11%
O=C(Nc1ccc2c(c1)OCCO2)c1c[nH]c(=O)n(-c2ccc(F)c(Cl)c2)c1=O	-6	704	0.2%	0%

Whole records, looked up by structure.
`CCOC(=O)c1c(S(=O)(=O)Nc2ccc(C)c(F)c2)c(C)n(C)c1C` as listed: Lipid droplet: 0; Lipid droplet cells 6.5 µM: 733; UTI89 phage lysis: -0.2%; SIAH1 antagonists: 7%
`Cc1cccc(S(=O)Cc2ccc(C(=O)N3CCN(C(=O)c4ccco4)CC3)o2)c1` (stereo not given) as listed: Lipid droplet: 11; Lipid droplet cells 6.5 µM: 728; UTI89 phage lysis: -0.1%; SIAH1 antagonists: 7%
`CN(C)c1cccc(C(=O)Nc2nc3ccccc3[nH]2)c1` as listed: Lipid droplet: 40; Lipid droplet cells 6.5 µM: 809; UTI89 phage lysis: 0.3%; SIAH1 antagonists: 3%

In the list so far, 2 have an NH in an aromatic ring:
SMILES	Lipid droplet	Lipid droplet cells 6.5 µM	UTI89 phage lysis	SIAH1 antagonists
CN(C)c1cccc(C(=O)Nc2nc3ccccc3[nH]2)c1	40	809	0.3%	3%
O=C(Nc1ccc2c(c1)OCCO2)c1c[nH]c(=O)n(-c2ccc(F)c(Cl)c2)c1=O	-6	704	0.2%	0%

Next records.
SMILES	Lipid droplet	Lipid droplet cells 6.5 µM	UTI89 phage lysis	SIAH1 antagonists
CCOc1ccc(S(=O)(=O)N2CCCC(C(=O)NCc3ccccn3)C2)cc1C (stereo not given)	0	737	-0.5%	-3%
O=C(Nc1cc(-c2nc3ncccc3o2)ccc1Cl)c1cccs1	9	835	2.4%[50 µM]	8%
COCCn1c(=O)c2c(nc3n2CCCN3Cc2ccccc2)n(C)c1=O	-27	808	0.2%	9%
O=C(/C=C/c1cc(Br)ccc1F)Nc1cccnc1	20	761	-0.4%	-2%
COc1ccc(NCc2cccnc2)cc1	15	824	0.0%	-3%
COc1ccc(C)cc1NC(=O)CN(C)S(=O)(=O)c1ccc2c(c1)CC(C)N2C(C)=O (stereo not given)	-5	720	0.0%	14%
COCCCn1c(SCC(=O)NC2CCCC2)nnc1-c1ccncc1	-6	756	0.2%	0%
COc1ccc(C(=O)Oc2ccc(N(C)S(=O)(=O)c3ccccc3)cc2)cc1[N+](=O)[O-]	6	712	0.2%	-6%
O=C(NCCN1CCCCC1)Nc1ccc(F)cc1F	-4	800	0.0%	4%
CCn1ncc(S(=O)(=O)NCc2ccco2)c1C	2	735	0.0%	0%
Cc1nn(S(=O)(=O)c2ccccc2)c(C)c1S(=O)(=O)N1CCC(C)CC1	7	646	0.0%	3%
CC(CCN1C(Nc2ccccc2)=NC[C@@H]1C)c1ccccc1 (stereo not given in full)	-5	777	0.0%	-2%
COc1cc(C(=O)NC(C)c2ccc(-n3ccnc3)cc2)cc(OC)c1C (stereo not given)	1	844	0.1%	-3%
O=C(Nc1c2c(nn1-c1ccc(F)cc1)CS(=O)C2)c1ccco1 (stereo not given)	-8	680	0.5%[50 µM]	5%
COc1ccc(CCN2CC(C(=O)N(C)Cc3ccc4nsnc4c3)CCC2=O)cc1 (stereo not given)	-2	827	1.4%[50 µM]	11%
O=C(NCCC1=CCCCC1)C1CC(=O)N(Cc2ccccc2)C1 (stereo not given)	-7	840	-0.1%	-2%
COc1ccc(C(=O)Nc2ccc(C(=O)N3CCC(C)CC3)cc2)cc1OC	-29	750	-0.2%	5%
N/C(=N\OC(=O)c1cccc(F)c1)c1ccccn1	10	704	1.0%	-1%
COC(=O)c1ccc(NS(=O)(=O)c2ccc3[nH]c(=O)oc3c2)cc1	-3	676	-1.2%	-3%
COc1ccccc1C(=O)NCCC(=O)N(C)Cc1ccc(C)o1	-7	829	-0.1%	2%
COc1cc(S(=O)(=O)N2CCCN(C)CC2)ccc1NC(C)=O	7	844	-1.2%	0%
Cn1cccc1C(=O)N1CCc2ccccc2C1	-6	812	0.0%	0%
Nc1cc(=O)[nH]c(SCc2ccccc2Cl)n1	-5	800	-0.1%	6%
Cc1ccc(NC(=O)Cn2nc(C(=O)O)c3ccccc3c2=O)c([N+](=O)[O-])c1	11	841	-0.1%	2%
CN(Cc1ccccc1)C(=O)CCC1CCN(C(=O)CCC(F)(F)F)CC1	0	816	0.4%	-2%
CC(C)c1ccc2oc(=O)cc(CN3CCCCC3)c2c1	1	835	0.7%	-5%
CCOC(=O)CSc1nc2sc3c(c2c(=O)n1-c1ccc(OC)cc1)CCN(C)C3	-17	763	-0.5%[50 µM]	9%
COC(=O)c1ccc(NC(=O)Cn2c([N+](=O)[O-])cnc2C)cc1	-3	792	0.1%	2%
O=[N+]([O-])c1cc([N+](=O)[O-])c(Oc2c(F)ccc(F)c2F)cc1NN1CCCCC1	-2	805	1.4%	7%
CCn1c(=O)c(C(=O)Nc2ccccc2F)c(O)c2ccccc21	-1	849	0.8%	2%
COc1cccc(C(=O)N2CCC(C(=O)NCc3ccco3)CC2)c1	0	766	0.3%	-1%
O=C(NNC(=O)c1ccccc1O)c1ccc(Br)cc1	-3	856	-0.2%	2%
O=C(NCc1ccccc1Cl)C1CCN(S(=O)(=O)c2cccc3nonc23)CC1	-43	802	-0.5%	-1%
COc1ccc(CNC(=O)CN(Cc2ccc(C)cc2)C(=O)c2csnn2)cc1	12	830	1.7%	-1%
CC(C)c1ccccc1NC(=S)NCC1(N(C)C)CCCCC1	-8	614	0.1%	1%
CCOc1ccc(N(CC(=O)NC2CCCCC2)C(=O)CNC(=O)c2cccs2)cc1	-7	779	0.0%	4%
COc1ccc(C)cc1N(CC(=O)N1CCCCCC1)S(=O)(=O)c1ccc(C)cc1	-30	666	0.0%[50 µM]	8%

From PubChem
